KCNQ2 inh: KCNQ2 potassium channel inhibitors, primary screen, cell-based, CHO-K1, FluxOR thallium flux, B-score (AID 2156) | Potassium voltage-gated channel subfamily KQT member 2 (Rattus norvegicus), O88943 | 20 min; hits give low values | B-score at 10 µM | 310,000 tested, 1.1% active;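 active means fluorescence ratio B-score at most minus 3 library SDs, with starting brightness B-score within 2 library SDs, cut at about -5.5 in these data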
Target sequence (O88943 whole entry, looked up): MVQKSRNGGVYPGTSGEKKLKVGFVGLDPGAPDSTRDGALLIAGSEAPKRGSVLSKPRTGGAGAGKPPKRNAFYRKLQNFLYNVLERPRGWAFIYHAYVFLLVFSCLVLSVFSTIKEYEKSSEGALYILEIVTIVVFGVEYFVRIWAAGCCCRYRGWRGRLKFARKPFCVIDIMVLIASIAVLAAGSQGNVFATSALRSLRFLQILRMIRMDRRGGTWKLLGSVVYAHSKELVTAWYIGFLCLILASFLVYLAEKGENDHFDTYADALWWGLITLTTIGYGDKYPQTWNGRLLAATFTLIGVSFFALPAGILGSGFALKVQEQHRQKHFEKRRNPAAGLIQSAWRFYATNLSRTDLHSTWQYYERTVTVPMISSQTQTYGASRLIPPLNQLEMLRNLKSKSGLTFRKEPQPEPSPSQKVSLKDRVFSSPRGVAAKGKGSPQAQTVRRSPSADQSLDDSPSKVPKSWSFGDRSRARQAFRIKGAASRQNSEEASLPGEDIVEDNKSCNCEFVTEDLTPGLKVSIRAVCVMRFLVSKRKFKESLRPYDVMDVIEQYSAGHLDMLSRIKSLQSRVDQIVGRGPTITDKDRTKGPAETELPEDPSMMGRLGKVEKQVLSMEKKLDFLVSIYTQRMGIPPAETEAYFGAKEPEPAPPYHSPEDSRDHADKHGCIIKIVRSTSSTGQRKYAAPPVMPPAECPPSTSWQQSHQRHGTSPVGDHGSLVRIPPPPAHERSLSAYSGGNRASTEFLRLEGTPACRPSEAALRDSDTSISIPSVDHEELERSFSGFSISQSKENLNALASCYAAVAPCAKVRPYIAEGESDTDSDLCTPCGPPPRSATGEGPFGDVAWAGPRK
CHT block: inhibitors of human choline transporter CHT | High affinity choline transporter 1 (Homo sapiens), Q9GZV3 | CHT-expressing cells, membrane potential dye, choline response; hits give low values | B-score at 10 µM | 310,000 tested, 0.86% active;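 active means B-score over 3 SD under the library average, and starting fluorescence ratio not unusually high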;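 further: choline stimulus applied at its EC90 after an EC20 pre-addition; B-score computed on integrated fluorescence ratio after choline addition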
* marks the source's active call; other numbers are inactive results; i = inactive; · = no result given.

SMILES | KCNQ2 inh | CHT block
O=C(CNC(=O)c1nc[nH]c1C(=O)NCC(=O)OCc1ccccc1)OCc1ccccc1 | i | i
O=S1(=O)NC[C@]23C[C@H](c4ccc(F)cc4)[C@@H](C[C@@H]21)O3 | i | i
COc1ccc(C2Nc3ccccc3C(=O)N2c2ccccc2)cc1Cn1cc([N+](=O)[O-])cn1 (stereo unspecified) | i | i
CCOc1ccc(N2C(=O)C(Cl)=C(N3CCOCC3)C2=O)cc1 | i | i
COc1ccc(-n2c(SCC(=O)Nc3ccc4c(c3)OCO4)nc3c(c2=O)SCC3)cc1 | i | i
COc1cc(OC)cc(C(=O)NCC2CCCN(C(=O)c3oc(C)cc3C)C2)c1 (stereo unspecified) | i | i
COc1ccc(C2c3cc(OC)c(OC)cc3CCN2S(C)(=O)=O)cc1OC (stereo unspecified) | i | ·
COc1cccc(CN2CCNC(=O)C2CC(=O)NC2CCCC2)c1OC (stereo unspecified) | i | i
COc1ccc(NC(=O)COc2ccc(N(C)S(=O)(=O)c3ccc(C)cc3)cc2)cc1 | i | i
O=C(Oc1ccccc1Cl)c1ccccc1P(=O)(O)O | i | i
O=C(NC(=S)Nc1ccc(F)cc1)c1ccc2c(c1)OCCO2 | i | i
COC(=O)CN1CCN(C(=O)c2ccc(F)cc2)c2ccccc2C1 | i | i
COc1ccc(C(=O)Nc2nc(N)n(-c3ccccc3)n2)cc1 | i | i
Cc1nc(CN2CCN(C(=O)NC3(c4ccccc4)CC3)CC2)cs1 | i | i
O=c1[nH]cnc2c1ncn2[C@@H]1O[C@H](CO)[C@@H](O)[C@H]1O | i | i
COc1cc(/C=C/C(=O)O)cc(S(=O)(=O)Nc2ccc3c(c2)OCO3)c1OC | i | i
COc1ccc2c(c1)CCc1c(C(=O)NC3CCCCC3)noc1-2 | i | i
O=C(NC1=NCCS1)c1ccc(Cl)s1 | i | i
OCCCN1CCN(CCCOc2ccccc2-c2ccccc2)CC1 | i | i
Cc1ccc(/C=N/N2C(=S)SC(C)(C)C2N(O)C(=O)Nc2ccc([N+](=O)[O-])cc2)cc1 (stereo unspecified) | i | i
CCOC(=O)c1c(C)[nH]c(C2=NNC(=NC(C)COC)SC2)c1C (stereo unspecified) | i | i
O=C(CNC(=O)c1ccco1)NCC(=O)OCc1c(F)cccc1Cl | i | i
O=C(CN=C1NS(=O)(=O)c2ccccc21)OCC(=O)c1ccccc1 | i | i
CNC(=O)c1c(NC(=O)c2ccc(N3C(=O)CCC3=O)cc2)sc2c1CCC(C)C2 (stereo unspecified) | i | i
O=C(CCCCCCCC(=O)NNC(=O)Nc1ccccc1)NNC(=O)Nc1ccccc1 | i | i
O=C(c1ccc2c(c1)OCO2)N1CCOCC1 | i | i
COC(=O)c1cc(S(=O)(=O)N2CCCCC2)c[nH]1 | i | i
Nc1nnc(CCS(=O)(=O)c2ccc(Br)cc2)s1 | i | i
Cn1c(=S)[nH]c(=O)c2ncc(=O)[nH]c21 | i | i
COc1ccc(C2Nc3ccccc3NC3=C2C(=O)CC(C)(C)C3)cc1 (stereo unspecified) | i | i

Fetched by structure from above:
SMILES | KCNQ2 inh | CHT block
O=C(CN=C1NS(=O)(=O)c2ccccc21)OCC(=O)c1ccccc1 | i | i
O=C(NC1=NCCS1)c1ccc(Cl)s1 | i | i

Next section:
SMILES | KCNQ2 inh | CHT block
COc1ccc(NC(=S)N2CCN(S(=O)(=O)c3ccc(OC)cc3)CC2)cc1 | i | i
Cc1cc(=O)[nH]c(SCC(=O)c2ccc(C(C)C)cc2)n1 | i | i
Cc1c2ccccc2c(C)c2c1ccc1ccccc12 | · | i
C/C(N)=C(/C#N)C(=O)CSc1nc2ccccc2c(=O)n1CCCOC(C)C | i | i
COc1ccc(NC(=O)c2cc(Cl)ccc2Cl)c([N+](=O)[O-])c1 | i | i
N/C(=N\OC(=O)c1cccc(Br)c1)c1ccc(Br)cc1 | i | i
Cc1ccc(-c2nc(NC(=O)CSc3ccc4ccccc4n3)ns2)cc1 | i | i
COc1cc(NC(=O)c2sc3nc(C)nc(N4CCOCC4)c3c2C)cc(OC)c1OC | i | i
O=C1N[C@H](C(=O)O)CS1 | i | i
CC1CCN(c2ccc(C(=O)Nc3nnc(C4CC4)s3)cc2[N+](=O)[O-])CC1 | i | i
COC(=O)CN(c1nc(C)cc(OC)n1)S(=O)(=O)c1ccccc1 | i | ·
CC(=O)N1CCOc2ccc(S(=O)(=O)N3CCC(C(=O)NCc4ccccc4)CC3)cc21 | i | i
CCCCS(=O)(=O)Nc1ccc(C)cn1 | i | i
O=C(NCCc1nnc2ccc(NCc3cccnc3)nn12)c1ccccc1F | i | i
OCCNc1nc(Nc2ccccc2C(F)(F)F)nc(N2CCCC2)n1 | i | i
COc1ccc(CNC(=S)Nc2cccc(Cl)c2)cc1 | i | i
Cc1ccc(-c2cc(C(=O)N/N=C/c3ccccc3)n[nH]2)o1 | i | i
O=c1[nH]cccc1-c1nc2ccccc2n1Cc1cccc(Cl)c1 | i | i
CCOC(=O)C1CCN(C(=O)CCn2c(=O)[nH]c3ccsc3c2=O)CC1 | · | i
COc1ccccc1-c1nnc(NC(=O)c2ccc3ncsc3c2)o1 | i | i
Cc1cccc(-n2cnc(C(=O)Nc3cccnc3)c2)n1 | i | i
C/C(=C\C(=O)c1ccccc1)Nc1cccc(O)c1 | i | i
C/C(=N\NC(=O)Cn1nc(C)cc1C)c1ccc([N+](=O)[O-])cc1 | i | i
O=C(NC(=S)N1CCN(C/C=C/c2ccccc2)CC1)c1ccc(Cl)nc1 | i | i
CCOC(=O)Nc1cccc2ccccc12 | i | i
CCc1cc2c3c(c(=O)oc2cc1O)CCCC3 | i | i
O=C(Nc1cccc(F)c1)/C(=C\c1cccnc1)NC(=O)c1ccco1 | i | i
Cc1ccc(C2CC2c2n[nH]c(=S)n2-c2cccc(C)c2)cc1 (stereo unspecified) | i | i
CN(C)CCCNc1c2c(nc3ccccc13)CCC2 | i | i
Cn1c(=O)[nH]c(=O)c2c1ncn2CCCc1ccccc1 | i | i
N#C/C(=C\c1cccc([N+](=O)[O-])c1)c1nnc2n1CCCCC2 | i | i
Cc1ccccc1NS(=O)(=O)c1cc(C(=O)NCCC2=CCCCC2)ccc1Cl | i | i
CCC1(CC)NC(=O)N(CC(=O)NC(=O)NCc2ccccc2)C1=O | i | i
CC(C)n1c(SCC(=O)Nc2ccc3c(c2)OCO3)nc2c1c(=O)n(C)c(=O)n2C | i | i
CC(C)(C)NC(=O)COc1ccc(-c2ccccc2)cc1 | i | i
C=C[C@]1(C)C[C@H]1[C@H](NP(=O)(c1ccccc1)c1ccccc1)c1ccccc1 | · | i
O=C(CCn1c(=O)oc2ccccc21)N(Cc1ccccc1)c1ccccn1 | i | i
O=C(CCNC(=O)c1ccc(Cl)cc1)Nc1ccc(F)cc1F | i | i
CCC1(CC)NC(=O)NC1=O | i | i
O=C(Nc1ccccc1)C1=C[C@@H](c2ccccc2)C[C@@H](OCc2ccc(CO)cc2)O1 | i | i
O=C(NNS(=O)(=O)c1cccc(Cl)c1)c1cc(-c2ccc(F)cc2)nc2ccccc12 | i | i
O=C(N[C@@H]1CCC(=O)N(CC[C@H](Oc2ccccc2)c2ccccc2)CC1)OCc1ccccc1 | i | i
Cc1c(C)c2ccc(OCC(=O)Nc3ccccn3)cc2oc1=O | i | i
CC/C(=C\c1oc2cc3ccccc3cc2[n+]1CC)Nc1ccccc1 | i | i
CCCCCOC(=O)c1cc(=O)[nH]c2ccccc12 | i | i
O=C(NCc1ccco1)C(=O)NCC1OCCN1S(=O)(=O)c1ccc(Cl)cc1 (stereo unspecified) | i | i
O=[N+]([O-])c1ncn(Cc2ccccc2Cl)n1 | i | i
O=C(CCC(=O)N(CC(=O)NC1CCCC1)Cc1cccs1)Nc1nccs1 | i | i
COc1cc2c(-c3ccc(O)cc3)nc3c(c(C)nn3-c3ccccc3)c2cc1OC | · | i
CN(C)S(=O)(=O)c1cccc(-c2nnc(SCCNCCO)n2-c2ccc(F)cc2)c1 | i | i
c1ccn2cc(-c3ccc4c(c3)OCO4)cc2c1 | i | i
CCOC(=O)N1CCN(CC(=O)Nc2nc3ccccc3s2)CC1 | i | i
NC(=O)c1c(NC(=O)c2ccccc2C(=O)O)sc2c1CCCC2 | i | i
COc1cccc(Nc2nc(-c3sc(NC(=O)c4ccccc4)nc3C)cs2)c1 | i | i
CCc1nnc2c(N(C)C)nc3ccccc3n12 | i | i
Cc1ccc(NC2c3ccccc3C(=O)N2c2cccnc2)cc1 (stereo unspecified) | i | i
CC1CC(C)CN(c2nc(NCc3ccco3)nc(N)c2[N+](=O)[O-])C1 (stereo unspecified) | i | i
O=C(c1ccco1)N1CCN(C(=O)c2cccc3c2C(=O)N(C2CCCCC2)C3)CC1 | i | i
Cc1ccc(CN2CCNC(=O)C2CC(=O)N(C)CCc2ccccc2)cc1 (stereo unspecified) | i | i
O=C(Cc1ccc(Cl)cc1)Nc1ccc(SC(F)F)cc1 | i | i

The listing continues:
SMILES | KCNQ2 inh | CHT block
CN(Cc1ccccn1)C(=O)CC1C(=O)NCCN1Cc1ccc(F)cc1Cl (stereo unspecified) | i | i
O=c1cc(NCc2ccco2)[nH]c(=O)n1-c1ccc(Br)cc1 | i | i
O=C(c1ccc(N2CCCCC2)c([N+](=O)[O-])c1)N(Cc1ccccc1)c1ccccn1 | i | i
CCOC(=O)C1CCCCN1Cc1ccc(F)cc1 (stereo unspecified) | i | i
CC(=O)N1CCc2cc(S(=O)(=O)NCCC(=O)Nc3cc(C)cc(C)c3)ccc21 | i | i
O=C(O)c1cccc(-c2ccc3c(c2)OCO3)c1 | i | i
CCCN(CC(=O)Nc1ccccc1C)C(=O)c1ccc(-c2ccc(C(C)=O)cc2)o1 | i | i
CN1CCN(S(=O)(=O)c2ccc(NC(=O)COc3ccccc3)cc2)CC1 | i | i
COc1ccc(-c2[nH]ncc2/C=N\NC(=O)c2ccc(Br)o2)cc1OC | i | i
COc1cc2c(cc1NC(=O)C(c1ccccc1)c1ccccc1)CCCC2 | -7.1* | i
CCN1C(=O)c2cccc3c(Cl)ccc(c23)C1=O | i | i
CCOC(=O)c1c(C)nc2cc(C)cc(C)n12 | i | i
COc1ccc(CC2(C)OC(c3ccc(Cl)cc3)=NN2C(C)=O)cc1 (stereo unspecified) | i | i
CCCCn1c(N)c(N(CC(C)C)C(=O)c2cccc(S(=O)(=O)N3CCCCCC3)c2)c(=O)[nH]c1=O | i | i
COc1ccc(NC(=O)CCNS(=O)(=O)c2cccc3nonc23)c(OC)c1 | i | i

Full records from above. Values in the order: KCNQ2 inh | CHT block
COc1ccc(NC(=O)CCNS(=O)(=O)c2cccc3nonc23)c(OC)c1 across the screens: i | i
CN1CCN(S(=O)(=O)c2ccc(NC(=O)COc3ccccc3)cc2)CC1 across the screens: i | i
CCN1C(=O)c2cccc3c(Cl)ccc(c23)C1=O across the screens: i | i
CCOC(=O)C1CCCCN1Cc1ccc(F)cc1 (stereo unspecified) across the screens: i | i

Continuation:
SMILES | KCNQ2 inh | CHT block
Cc1c(N=Cc2ccc(Br)s2)cccc1[N+](=O)[O-] | i | i
CCOC(=O)Cc1csc(NC(=O)Nc2cccc(OC)c2)n1 | i | i
COc1ccc(CCn2c(C3CCCCC3)nc3c(c(=O)c4ccccc4n3C)c2=O)cc1 | i | i
CCc1ccc(Nc2ncccc2C#N)cc1 | i | i
COc1cc(-c2nnc3sc(-c4cccs4)nn23)cc(OC)c1OC | i | i
COc1ccc(CCNC(=O)C(C)n2nc(C)n3c(cc4occc43)c2=O)cc1OC (stereo unspecified) | i | i
O=c1cc(O)nc(SCc2ccccc2)n1-c1ccccc1 | i | i
Cc1cc(NS(=O)(=O)c2ccc(NC(=S)NC(=O)c3ccc(F)cc3Cl)cc2)no1 | i | i
Cc1cc2nc(-c3cc(N4CCOCC4)ccc3[N+](=O)[O-])ccn2n1 | i | i
CCN(C(=O)CSc1nnc(-c2ccccc2)n1C)C1CCS(=O)(=O)C1 (stereo unspecified) | i | i
Cc1ccc2nc(-c3ccccn3)c(NC3CCCC3)n2c1 | i | i
CCN(CC)C(=O)C1CCCN(Cc2cccc(F)c2)C1 (stereo unspecified) | i | i
COc1ccc(S(=O)(=O)NCCC(=O)Nc2ccc(C)cc2)cc1 | i | i
O=S(=O)(Nc1ccc2c(c1)OCO2)c1ccccc1 | i | i
Cc1ccc(C)c(NC(=S)/C(=C(\[O-])c2ccc(Cl)s2)[n+]2ccccc2)c1 | i | i

By substructure, those above containing bromine
SMILES | KCNQ2 inh | CHT block
Nc1nnc(CCS(=O)(=O)c2ccc(Br)cc2)s1 | i | i
N/C(=N\OC(=O)c1cccc(Br)c1)c1ccc(Br)cc1 | i | i
O=c1cc(NCc2ccco2)[nH]c(=O)n1-c1ccc(Br)cc1 | i | i
COc1ccc(-c2[nH]ncc2/C=N\NC(=O)c2ccc(Br)o2)cc1OC | i | i
Cc1c(N=Cc2ccc(Br)s2)cccc1[N+](=O)[O-] | i | i

Next records:
SMILES | KCNQ2 inh | CHT block
CC(C)c1ccc(/C=C2\NC(=S)N(Cc3cccnc3)C2=O)cc1 | i | i
O=C(NC(=S)Nc1ccccc1F)c1ccc(Br)o1 | i | i
CC(=O)c1nnn(-c2nc(N3CCCC3)nc(N(c3ccccc3)c3ccccc3)n2)c1C | i | i
CCCCN(CC)CCCNC(=O)Cn1nc(Cc2ccncc2)c2ccccc2c1=O | i | i
Cc1cccc(NC(=O)C(c2cccc([N+](=O)[O-])c2)N2CCCCC2)c1 (stereo unspecified) | i | i
O=C(NCc1ccccc1)C1CCCN(S(=O)(=O)c2cccc3nonc23)C1 (stereo unspecified) | i | i
COc1cccc(NC(=O)Nc2nnc(Cc3ccccc3)s2)c1 | i | i

KCNQ2 inh, what is marked active above.
SMILES | KCNQ2 inh | CHT block
COc1cc2c(cc1NC(=O)C(c1ccccc1)c1ccccc1)CCCC2 | -7.1* | i

From PubChem BioAssay
